# GLS inh: qHTS for Inhibitors of Glutaminase (GLS); Glutaminase kidney isoform, mitochondrial (Homo sapiens), O94925; GLS enzymatic activity, qHTS titration; Potency, µM (doses to about 45.5 µM), for inactives: at the top dose activity change, negative = inhibition, hits mostly inhibitors; actives 0.21% (n = 410,000); AID 624170, 2012; also: potency is read from the fitted curve at half-maximal effect; % is scaled to controls: 0 for no effect and ±100 for the full control effect
#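 hKGA in 45 mM KH2PO4 (pH 8.2), 0.02% Tween-20 with compound, then 1mM L-Glutamine (stock as added) plus glutamate oxidase/HRP/Amplex red coupling mix. Fluorescence read initially and after 30 min at RT; signal change reflects glutamate formation.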
# ERG-DNA inh: qHTS for Small Molecule Inhibitors of the ERG Ets/DNA interaction | Transcriptional regulator ERG (Homo sapiens), P11308 | fluorescence polarization, His-ERG Ets domain / labelled DNA | Potency, µM (top dose mostly 76.9 µM), for the others: at the top dose FP activity, negative = inhibition, actives largely listed as inhibitors | actives 0.028% (n = 370,000); active = well fitted inhibition curve with a large enough effect in the polarisation, with a control signal flat; inconclusive = small, poorly fitted or top-dose-only effect, or effect the other way, or a change in a side signal; inactive = no such curve, though single readings can be large or run the other way; the % refers to the polarisation;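 also: polarization taken with two DNA probes labelled with fluorescein and Texas red; potency is read from the fitted curve at half-maximal effect; % of control where 0% means no effect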
# Target sequence (P11308 whole entry, looked up, the tested form may be a part): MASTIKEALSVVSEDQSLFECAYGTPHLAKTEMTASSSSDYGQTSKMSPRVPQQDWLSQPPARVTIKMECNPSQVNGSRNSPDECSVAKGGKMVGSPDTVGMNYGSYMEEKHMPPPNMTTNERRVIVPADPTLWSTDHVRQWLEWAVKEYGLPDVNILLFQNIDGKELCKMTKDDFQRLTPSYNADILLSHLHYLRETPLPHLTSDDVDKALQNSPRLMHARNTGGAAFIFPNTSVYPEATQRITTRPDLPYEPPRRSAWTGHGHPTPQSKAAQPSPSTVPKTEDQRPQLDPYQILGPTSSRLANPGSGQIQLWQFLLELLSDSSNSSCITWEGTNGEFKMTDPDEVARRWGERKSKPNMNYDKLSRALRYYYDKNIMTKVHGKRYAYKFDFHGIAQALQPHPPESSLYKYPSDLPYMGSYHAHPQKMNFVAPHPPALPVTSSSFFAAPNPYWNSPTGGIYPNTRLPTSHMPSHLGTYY
#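 His-tagged ERG Ets domain (1 uM in the protein solution; 300mM KCl, 50mM Tris-HCl, 1mM EDTA, 1mM DTT, pH 7.5) received compound, then a probe mix of 5 nM fluorescein-DNA and 100nM Texas-615-DNA. Fluorescence polarization was read for both dyes.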
# HP1b chromo inh: HTS for Inhibitors of HP1-beta Chromodomain Interactions with Methylated Histone Tails; actives 0.56% (n = 390,000); Potency, µM (doses to about 114 µM), without a hit: top-dose activity change, negative = inhibition, hits mostly inhibitors; AlphaScreen HP1-beta / biotin-H3K9me3 peptide binding; Chromobox protein homolog 1 (Homo sapiens), P83916; also: potency is read from the fitted curve at half-maximal effect; nearly all actives have a fitted effect of over 70% in size; inactives centre near 23
# Target sequence (P83916 whole entry, looked up): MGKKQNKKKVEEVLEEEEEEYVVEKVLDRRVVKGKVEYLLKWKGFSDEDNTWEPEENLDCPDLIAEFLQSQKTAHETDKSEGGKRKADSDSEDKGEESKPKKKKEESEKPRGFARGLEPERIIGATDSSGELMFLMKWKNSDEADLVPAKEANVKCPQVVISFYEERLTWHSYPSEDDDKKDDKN
#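 AlphaScreen: HP1-beta (50 nM) preformed 30 min with biotin-H3(1-18)K9me3 peptide (50 nM) in PBS pH 7.4, 0.01% Tween-20. Compound added for 30 min at RT, then streptavidin donor/nickel chelate acceptor beads (10 ug/mL) for 30 min.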
# PGK inhibitor: qHTS Assay to Find Inhibitors of Phosphoglycerate Kinase; Potency, µM (series often up to 57.5 µM), without a hit: top-dose activity change, negative = inhibition, usual class: inhibitors; Phosphoglycerate kinase, glycosomal (Trypanosoma brucei brucei), P07378; actives 0.043% (n = 380,000); PGK/GAPDH coupled, Kinase-Glo luminescence, 60 min; also: potency is read from the fitted curve at half-maximal effect; % is scaled to controls: 0 for no effect and ±100 for the full control effect; nearly all actives have a fitted effect of over 60% in size
#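 Recombinant glycosomal PGK reaction used 1,3-bisphosphoglycerate generated in-well by GAPDH (100nM final) in 100mM TEA pH 7.6, 5mM MgCl2, 0.01% Tween-20. After 60 minutes at room temperature, ATP was read by Kinase-Glo Plus luminescence end-point.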
# G9a block: qHTS Assay for Inhibitors of Histone Lysine Methyltransferase G9a | Potency, µM (series often up to 102 µM), inactives show at the highest dose activity, negative = inhibition, most hits filed as inhibitors | actives 8.8% (n = 350,000) | G9a H3K9 monomethylation, AlphaScreen, 2 h; also: potency is read from the fitted curve at half-maximal effect; % is scaled to controls: 0 for no effect and ±100 for the full control effect; nearly all actives have a fitted effect of over 75% in size
#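 Using a bead-based AlphaScreen, monomethylated H3K9 product from 2 h room-temperature reactions (G9a 20 nM, peptide 500 nM, SAM 20 uM) was detected with 0.5 ug/mL rabbit anti-H3K9me1 antibody.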
# PI4K2A inh: qHTS for small molecular inhibitors of PI4K2A. Phosphatidylinositol 4-kinase type 2-alpha (Homo sapiens), Q9BTU6. purified PI4K2A, ADP-Glo luminescence, 1 h; stronger effect = lower value. activity change, negative = inhibition, % at 76.9 µM. actives 0.13% (n = 420,000); in the data active = activity change below about -50%; inconclusive = mostly about -30% to -49%;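 also: -100% = wells without enzyme as full effect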
#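 ADP-Glo luminescence measured ADP generated by PI4K2A enzyme (4 ug/mL before mixing) with 1.2 mM PI substrate (pre-mix) and 300 microM ATP (pre-mix). Tris pH7.5 buffer with MgCl2, Triton X-100; 1 h reaction at ambient temperature.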
# Pin1 inh: qHTS Assay to Find Inhibitors of Pin1. Peptidyl-prolyl cis-trans isomerase NIMA-interacting 1 (Homo sapiens), Q13526. Pin1 FP peptide displacement, HiFluor488, 10 min. Potency, µM (series often up to 115 µM), for the others: at the highest dose activity, negative = inhibition, actives largely listed as inhibitors. actives 0.009% (n = 390,000). AID 504891, 2011; active = well fitted inhibition curve with a large enough effect in the polarisation, with a control signal flat, not every such curve was filed as active; inconclusive = small, poorly fitted or top-dose-only effect, or effect the other way, or a change in a side signal; inactive = no such curve, though single readings can be large or run the other way; the % refers to the polarisation; also: potency is read from the fitted curve at half-maximal effect; % is scaled to controls: 0 for no effect and ±100 for the full control effect
# Target sequence (Q13526 whole entry, looked up): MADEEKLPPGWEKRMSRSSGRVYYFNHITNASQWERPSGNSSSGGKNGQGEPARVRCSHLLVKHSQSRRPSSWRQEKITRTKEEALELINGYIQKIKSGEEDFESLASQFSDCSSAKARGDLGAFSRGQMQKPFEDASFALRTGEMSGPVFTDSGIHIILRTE
# BAZ2B block: qHTS Assay for Inhibitors of BAZ2B. AID 504333, 2011. Bromodomain adjacent to zinc finger domain protein 2B (Homo sapiens), Q9UIF8. AlphaScreen BAZ2B-H3K14Ac peptide displacement. Potency, µM (doses to about 114 µM), for the others: top-dose activity change, negative = inhibition, actives largely listed as inhibitors. actives 4.4% (n = 360,000); also: potency is read from the fitted curve at half-maximal effect; % is scaled to controls: 0 for no effect and ±100 for the full control effect; nearly all actives have a fitted effect of over 60% in size
#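 AlphaScreen displacement: compounds (up to 110uM) incubated 30 min at room temperature with a preformed 50 nM BAZ2B/50 nM biotinylated H3K14Ac peptide complex in PBS pH 7.4 with Tween-20. Donor and acceptor beads at 10 ug/mL final added, 20 min light-protected before reading.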
# JMJD2A Tudor inh: qHTS Assay for Inhibitors of JMJD2A-Tudor Domain; AlphaScreen JMJD2A-Tudor / H3K4me3 peptide binding; Potency, µM (doses to about 114 µM), for inactives: at the highest dose activity change, negative = inhibition, usual class: inhibitors; actives 4.4% (n = 390,000); AID 504339, 2011; also: potency is read from the fitted curve at half-maximal effect; % is scaled to controls: 0 for no effect and ±100 for the full control effect; nearly all actives have a fitted effect of over 50% in size
# * marks the source's active call; other numbers are inactive results; i = inactive; ? = inconclusive; . = no result given; [ ] = dose if it differs, or a comment. Unless noted, calls follow the shape of the dose curve; as a rule, active = well fitted curve in the direction sought with a large enough effect; inconclusive = small, poorly fitted or top-dose-only effect, or another doubt; inactive = no such curve, though single readings can be large; an effect the other way counts as inactive or inconclusive.
SMILES,GLS inh,ERG-DNA inh,HP1b chromo inh,PGK inhibitor,G9a block,PI4K2A inh,Pin1 inh,BAZ2B block,JMJD2A Tudor inh
CCCNC(=O)c1ccccc1NC(=O)CN(c1ccccc1OCC)S(C)(=O)=O,3%,4%,49%[activator],1%,-9%[12.7 µM],3,-10%,-6%,-3%
CC(NC(=O)c1cc([N+](=O)[O-])cc([N+](=O)[O-])c1)c1ccc(-n2ccnc2)cc1 (stereo unspecified),2%,-2%,6%,i,?,0,-3%,?,-33%
COc1ccc(OC)c(Nc2ncnc3c2cnn3-c2ccccc2)c1,23%,.,-2%,.,4%[12.7 µM],-2,-6%,5%,-17%
COc1ccc(-c2ccc(NCCC3=CCCCC3)nn2)cc1OC,-11%,3%,26%,i,12%[59 µM],-5,7%,15%,-17%
COc1c(C)cccc1C(=O)Nc1ccc(CN2CCOCC2)cc1,3%,.,0%,.,-35%[59 µM],2,0%,-7%,?
CCN(CC)CCNC(=O)c1ccc(NC(=O)c2cc(-c3ccco3)nc3ccccc23)cc1,-2%,1%,-9%,i,32µM*,-13,?,32µM*,?
CCCCn1c(N)c(N(CCOC)C(=O)c2c(C)noc2C)c(=O)[nH]c1=O,3%,2%,44%,3%,-1%,4,-8%,11%,-8%
Cc1[nH]c2ccccc2c1C(C[N+](=O)[O-])c1cccc(O)c1 (stereo unspecified),7%,7%,9%,i,?,-4,0%,-38%,-30%
c1ccc(CN2C3=NCCN3c3ccccc32)cc1,6%,1%,9%,i,?,-4,-2%,6%,-7%
COC(=O)c1ccccc1N/C=C/C(=O)c1ccc(Br)cc1,1%,7%,52%[activator],i,-4%[59 µM],-3,20%,-4%,9%
COc1cccc(OC)c1C(=O)Nc1ccccc1C(=O)N1CCCC1,0%,4%,34%,5%,.,-2,-10%,0%,-1%
Cc1ccccc1CSCCNC(=S)Nc1ccccc1,-11%,-2%,9%,-9%,-5%,4,-5%,-30%,-21%
COc1c(N2CCN[C@H](C)C2)c(F)cc2c(=O)c(C(=O)O)cn(C3CC3)c12,10%,5%,10%,i,.,0,6%,0%,-17%
CN(C)c1cccc(C(=O)N2CCC(c3c[nH]c4ccccc34)(c3c[nH]c4ccccc34)CC2)c1,6%,0%,-21%,-9%,?,-3,-2%,?,?
COc1ccc(S(=O)(=O)NCCCCCC(=O)O)cc1C(=O)O,-2%,1%,42%[activator],0%,?,1,-6%,0%,-6%
COc1ccc(/C=C/c2noc(-c3ccccc3O)n2)cc1OC,-7%,1%,14%,-3%,?,-3,0%,5%,-1%
CCOC(=O)CC1C(=O)NCCN1S(=O)(=O)c1ccc(Cl)cc1 (stereo unspecified),0%,2%,20%,3%,16%[59 µM],4,0%,11%,-21%[57.1 µM]
COc1cc(C(=O)NCC(c2cccs2)S(=O)(=O)c2ccc(F)cc2)cc(OC)c1OC (stereo unspecified),-1%,1%,35%,3%,9%[59 µM],2,?,-22%,-18%
Oc1ccc(N=Nc2nc(-c3ccccc3)c(-c3ccccc3)[nH]2)cc1,33%[activator],21%,-72%,-6%,20µM*,-8,?,11µM*,22µM*
CC1CCN(C(=O)CNC(=O)Cn2ccc3ccccc3c2=O)CC1,-8%,-6%,12%,i,?,-4,2%,-3%,-1%
O=C(Nc1ccccc1-c1ccccc1)c1ccc(Cl)c([N+](=O)[O-])c1,-2%,-6%,11%,-10%,?,-1,0%,-23%,-13%
Cc1ccc(OC(C)C(=O)Nc2ccccc2C(=O)N2CCN(C)CC2)cc1 (stereo unspecified),11%,-7%,2%,i,40µM*,-5,-1%,-22%,-4%
Cc1ccccc1N(CC(=O)NCc1ccc2c(c1)OCO2)C(=O)CCC(=O)Nc1ccccn1,-5%,-4%,14%,-9%,-14%,6,-3%,-5%,-2%
CC(=O)CCc1ccc(Oc2nc(-c3cccnc3)nc3ccccc23)cc1,7%,-2%,58%[activator],6%,-4%,5,8%,-11%,-8%
CCOC(=O)Cc1csc(NC(=O)NC2(C(F)(F)F)Oc3cc(Cl)c(Cl)cc3O2)n1,-19%,11%,3%,-3%,13µM*,11,-5%,?,?

# Looked up above.
# In BAZ2B block, COc1ccc(OC)c(Nc2ncnc3c2cnn3-c2ccccc2)c1 has the entry 5%
# In Pin1 inh, COc1c(N2CCN[C@H](C)C2)c(F)cc2c(=O)c(C(=O)O)cn(C3CC3)c12 has the entry 6%

# One compound at a time, from the list above. Order of values: GLS inh, ERG-DNA inh, HP1b chromo inh, PGK inhibitor, G9a block, PI4K2A inh, Pin1 inh, BAZ2B block, JMJD2A Tudor inh
# CCN(CC)CCNC(=O)c1ccc(NC(=O)c2cc(-c3ccco3)nc3ccccc23)cc1 across the screens: -2%, 1%, -9%, i, 32µM*, -13, ?, 32µM*, ?
# COc1cccc(OC)c1C(=O)Nc1ccccc1C(=O)N1CCCC1 across the screens: 0%, 4%, 34%, 5%, ., -2, -10%, 0%, -1%

# (next part)
SMILES,GLS inh,ERG-DNA inh,HP1b chromo inh,PGK inhibitor,G9a block,PI4K2A inh,Pin1 inh,BAZ2B block,JMJD2A Tudor inh
COc1ccc(S(=O)(=O)N(C)C[C@@H]2Oc3c(NS(=O)(=O)c4cn(C)cn4)cccc3C(=O)N([C@@H](C)CO)C[C@@H]2C)cc1,7%,0%,40%[activator],7%,.,2,5%,.,-14%
CCOCCCNC(=S)NCCNc1nc2c(C)cccc2cc1C#N,15%,.,26%,i,-49%[59 µM],3,3%,15%,?
N#Cc1ccc(OCC(O)CN2CCN(c3ncc(C(F)(F)F)cc3Cl)CC2)cc1 (stereo unspecified),2%,-9%,-22%,-3%,8%,-20,6%,-8%,-23%
CCc1cc(Cn2nc(-c3ccccc3)cc2C(=O)NCc2cccs2)on1,0%,11%,30%,3%,3%[2.33 µM],3,6%,12%,-1%
O=C(CSCc1ccccc1)Nc1ccc(F)c(F)c1,3%,0%,40%[activator],-1%,-1%[59 µM],2,-1%,10%,7%
Cc1ccc(C2CCN(C(=O)c3cnn(-c4ccc(C)c(C)c4)c3C3CCN(C(=O)OC(C)(C)C)CC3)C2)cc1 (stereo unspecified),-6%,6%,32%,i,-29%[59 µM],1,0%,-2%[57.1 µM],-20%
COc1ccc(NC(=O)c2noc3c2CCCCC3)cc1,-3%,-4%,19%,-3%,10%[59 µM],-4,4%,-9%,-18%[11.4 µM]
CCCn1c(=O)c2sccc2n2c(CCCC(=O)NCCc3ccc(Cl)cc3)nnc12,-11%,3%,2%,-2%,-23%[59 µM],0,1%,-13%,-8%
Cc1ccccc1OCCC(=O)OCC(=O)Nc1cc(S(=O)(=O)N2CCOCC2)ccc1Cl,-11%,14%,49%[activator],-9%,22%,5,17%,.,-8%
CC(C)(C)c1ccc(Oc2coc3cc(OCC(=O)O)ccc3c2=O)cc1,-4%,-9%,-18%,-4%,6%,-1,-6%,-3%,?
Cc1ccc(N(Cc2ccccc2)C(=O)c2ccc(Cl)c(S(=O)(=O)N3CCOCC3)c2)cc1,0%,-1%,19%,1%,-49%,-4,41%[activator],-6%,-19%
Cc1cnc(C(=O)OCC(=O)Nc2ccc(Cl)cn2)cn1,9%,1%,-2%,-2%,?,0,3%,1%,-23%
O=C(NCC(c1cccnc1)N1CCc2ccccc2C1)C(=O)Nc1cccc(Cl)c1 (stereo unspecified),6%,0%,28%,2%,-32%[59 µM],2,4%,-3%,-15%
CCCc1c(C)c2cccc(C)c2[nH]c1=O,10%,-5%,14%,-7%,-5%,3,-1%,2%,-10%
COc1ccc(Cc2nc3ccc(C(=O)N(C)C(C)c4nccs4)cc3o2)cc1 (stereo unspecified),-2%,19%,21%,i,59%[activator],5,-5%,-16%,-5%
Cc1cccc(-c2onc3ccc(C(=O)/C=C/N(C)C)cc23)c1,3%,13%,12%,.,7%[0.501 µM],-1,8%,?,-32%

# With a hit mark in JMJD2A Tudor inh, of those listed so far:
SMILES,GLS inh,ERG-DNA inh,HP1b chromo inh,PGK inhibitor,G9a block,PI4K2A inh,Pin1 inh,BAZ2B block,JMJD2A Tudor inh
Oc1ccc(N=Nc2nc(-c3ccccc3)c(-c3ccccc3)[nH]2)cc1,33%[activator],21%,-72%,-6%,20µM*,-8,?,11µM*,22µM*

# Compound activity as filed in PubChem BioAssay.
